TcdB GH inh = inhibitors of Clostridioides difficile toxin B glycohydrolase; inhibition, % at 9.99 µM; TcdB glycohydrolase enzymatic assay, plate reader; 0.24% of 350,000 active; P18177; AID 652162; in the data active = inhibition above about 10%
Target sequence (P18177 whole entry, looked up): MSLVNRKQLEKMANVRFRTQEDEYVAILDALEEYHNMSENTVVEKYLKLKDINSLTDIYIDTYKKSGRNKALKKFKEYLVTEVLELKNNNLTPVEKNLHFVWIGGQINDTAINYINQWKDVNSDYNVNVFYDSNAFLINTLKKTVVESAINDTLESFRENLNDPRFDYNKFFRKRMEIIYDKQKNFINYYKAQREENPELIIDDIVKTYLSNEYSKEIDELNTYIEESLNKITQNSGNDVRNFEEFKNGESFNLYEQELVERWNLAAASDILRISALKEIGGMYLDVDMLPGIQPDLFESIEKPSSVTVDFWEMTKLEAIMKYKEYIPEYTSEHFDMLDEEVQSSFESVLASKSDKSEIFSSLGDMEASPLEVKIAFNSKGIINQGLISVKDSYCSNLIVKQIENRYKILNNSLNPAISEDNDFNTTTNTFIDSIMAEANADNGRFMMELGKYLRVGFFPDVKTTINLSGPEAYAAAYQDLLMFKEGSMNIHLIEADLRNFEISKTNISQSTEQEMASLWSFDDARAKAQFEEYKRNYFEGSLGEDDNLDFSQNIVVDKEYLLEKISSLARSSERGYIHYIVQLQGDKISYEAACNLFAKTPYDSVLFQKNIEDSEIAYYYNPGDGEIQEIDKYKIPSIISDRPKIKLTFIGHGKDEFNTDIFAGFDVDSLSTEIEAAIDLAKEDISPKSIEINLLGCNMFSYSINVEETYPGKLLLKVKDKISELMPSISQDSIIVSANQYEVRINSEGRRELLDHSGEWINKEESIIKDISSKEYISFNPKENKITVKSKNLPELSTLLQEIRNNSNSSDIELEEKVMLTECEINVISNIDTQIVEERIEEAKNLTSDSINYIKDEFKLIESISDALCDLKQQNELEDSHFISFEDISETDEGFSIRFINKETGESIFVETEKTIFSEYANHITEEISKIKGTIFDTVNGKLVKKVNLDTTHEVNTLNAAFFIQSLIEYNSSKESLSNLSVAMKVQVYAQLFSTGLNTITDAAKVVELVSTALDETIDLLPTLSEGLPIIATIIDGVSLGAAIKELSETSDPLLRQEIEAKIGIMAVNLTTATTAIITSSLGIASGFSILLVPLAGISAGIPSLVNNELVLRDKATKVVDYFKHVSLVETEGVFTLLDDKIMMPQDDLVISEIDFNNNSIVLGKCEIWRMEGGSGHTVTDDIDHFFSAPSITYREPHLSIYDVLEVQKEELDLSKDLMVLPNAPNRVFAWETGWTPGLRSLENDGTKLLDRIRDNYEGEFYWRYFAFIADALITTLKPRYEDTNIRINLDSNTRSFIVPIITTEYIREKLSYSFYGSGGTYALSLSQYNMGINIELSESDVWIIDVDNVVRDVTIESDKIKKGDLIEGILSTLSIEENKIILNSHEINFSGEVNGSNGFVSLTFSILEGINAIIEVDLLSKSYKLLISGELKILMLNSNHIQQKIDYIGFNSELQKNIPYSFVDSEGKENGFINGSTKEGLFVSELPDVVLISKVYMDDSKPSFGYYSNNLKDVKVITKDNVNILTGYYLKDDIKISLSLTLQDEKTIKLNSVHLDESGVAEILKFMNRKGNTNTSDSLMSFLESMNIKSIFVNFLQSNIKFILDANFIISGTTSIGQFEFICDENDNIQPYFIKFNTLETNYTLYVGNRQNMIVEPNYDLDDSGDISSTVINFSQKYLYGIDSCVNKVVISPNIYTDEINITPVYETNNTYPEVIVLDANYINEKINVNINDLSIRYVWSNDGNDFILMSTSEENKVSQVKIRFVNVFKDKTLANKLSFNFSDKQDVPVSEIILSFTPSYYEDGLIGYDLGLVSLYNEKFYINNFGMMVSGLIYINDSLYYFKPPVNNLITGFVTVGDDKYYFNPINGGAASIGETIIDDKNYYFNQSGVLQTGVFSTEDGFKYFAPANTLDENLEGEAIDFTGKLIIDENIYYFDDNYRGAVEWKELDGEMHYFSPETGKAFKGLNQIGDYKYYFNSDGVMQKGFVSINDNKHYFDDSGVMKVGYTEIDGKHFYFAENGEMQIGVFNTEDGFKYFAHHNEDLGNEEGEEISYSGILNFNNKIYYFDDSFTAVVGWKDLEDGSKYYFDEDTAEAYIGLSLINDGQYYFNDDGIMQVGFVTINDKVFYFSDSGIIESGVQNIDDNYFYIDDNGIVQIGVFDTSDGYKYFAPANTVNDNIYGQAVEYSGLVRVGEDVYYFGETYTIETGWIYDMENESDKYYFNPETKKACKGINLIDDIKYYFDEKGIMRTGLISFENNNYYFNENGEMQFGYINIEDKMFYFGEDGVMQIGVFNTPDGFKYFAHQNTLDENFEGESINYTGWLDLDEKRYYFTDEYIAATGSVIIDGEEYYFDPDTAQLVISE
Numbers without * were called inactive. An excerpt. The share of hits here may be higher or lower than overall.

What do the screens show for `C[C@H]1CN([C@@H](C)CO)C(=O)c2cc(NS(=O)(=O)c3ccc(Cl)cc3)ccc2O[C@H]1CN(C)Cc1ccc(Oc2ccccc2)cc1`?
TcdB GH inh: 0.4

Results for COC(=O)C[C@@H]1CC[C@H]2[C@H](COc3ccc(NS(=O)(=O)c4ccc(C)cc4)cc3C(=O)N2C)O1 ?
TcdB GH inh: 0.6

What do the screens show for `C[C@H]1CN([C@@H](C)CO)C(=O)c2cc(C#CC(C)(C)O)cnc2O[C@@H]1CN(C)C(=O)C1CCOCC1`?
TcdB GH inh: 0.8

What do the screens show for `CCS(=O)(=O)Nc1ccc2c(c1)C(=O)N(C)[C@@H]1CC[C@H](CC(=O)Nc3ccccc3)O[C@@H]1CO2`?
TcdB GH inh: -0.1

Results for C[C@@H]1CN([C@H](C)CO)C(=O)c2cc(C#Cc3ccccc3)cnc2O[C@H]1CN(C)C(=O)C1CC1 ?
TcdB GH inh: -0.5

Results for CCCNC(=O)N(C)C[C@@H]1Oc2ncc(-c3ccc(F)cc3)cc2C(=O)N([C@@H](C)CO)C[C@H]1C ?
TcdB GH inh: 0.0

How did COCC(=O)N1[C@H](C#N)[C@H](c2ccc(C3=CCCC3)cc2)[C@H]1CO do in these assays?
TcdB GH inh: -0.1

Results for C/C=C/c1cnc2c(c1)C(=O)N([C@@H](C)CO)C[C@H](C)[C@@H](CN(C)S(=O)(=O)c1ccccc1F)O2 ?
TcdB GH inh: -1.7

What do the screens show for `O=C(O)C[C@@H]1C[C@@H]2c3cc(NC(=O)C4CCC4)ccc3O[C@@H]2[C@@H](CO)O1`?
TcdB GH inh: 0.5

Results for CCC(=O)N1C[C@@H](O)COC[C@@H]2O[C@H](CC(=O)NC)CC[C@H]21 ?
TcdB GH inh: -0.1

Results for C[C@H](NC(=O)C[C@@H]1CC[C@@H](NC(=O)Nc2ccc3c(c2)OCO3)[C@@H](CO)O1)c1ccccc1 ?
TcdB GH inh: -1.5

How did CCNC(=O)c1cc2c(c(-c3cccc(-c4cccc(C(=O)N(C)C)c4)c3)n1)[C@H](CCO)N([S@@](=O)C(C)(C)C)C2 do in these assays?
TcdB GH inh: 0.3

Results for CN1CCN(C(=O)C[C@@H]2CC[C@H](NC(=O)c3ccc4c(c3)OCO4)[C@@H](CO)O2)CC1 ?
TcdB GH inh: -1.0

How did COCCNC(=O)C[C@H]1C[C@H]2c3cc(NC(=O)c4cccnc4)ccc3O[C@H]2[C@@H](CO)O1 do in these assays?
TcdB GH inh: 0.1

How did COc1ccc(-c2cnc3c(c2)C(=O)N([C@H](C)CO)C[C@@H](C)[C@@H](CN(C)C(=O)Nc2c(C)noc2C)O3)cc1 do in these assays?
TcdB GH inh: 0.6

Some of these compounds in order of molar mass, falling.
How did CCNC(=O)c1cc2c(c(-c3cccc(-c4cccc(C(=O)N(C)C)c4)c3)n1)[C@H](CCO)N([S@@](=O)C(C)(C)C)C2 do in these assays?
TcdB GH inh: 0.3

How did COc1ccc(-c2cnc3c(c2)C(=O)N([C@H](C)CO)C[C@@H](C)[C@@H](CN(C)C(=O)Nc2c(C)noc2C)O3)cc1 do in these assays?
TcdB GH inh: 0.6

Results for C[C@@H]1CN([C@H](C)CO)C(=O)c2cc(C#Cc3ccccc3)cnc2O[C@H]1CN(C)C(=O)C1CC1 ?
TcdB GH inh: -0.5

Results for C[C@H](NC(=O)C[C@@H]1CC[C@@H](NC(=O)Nc2ccc3c(c2)OCO3)[C@@H](CO)O1)c1ccccc1 ?
TcdB GH inh: -1.5

How did COCCNC(=O)C[C@H]1C[C@H]2c3cc(NC(=O)c4cccnc4)ccc3O[C@H]2[C@@H](CO)O1 do in these assays?
TcdB GH inh: 0.1

What do the screens show for `O=C(O)C[C@@H]1C[C@@H]2c3cc(NC(=O)C4CCC4)ccc3O[C@@H]2[C@@H](CO)O1`?
TcdB GH inh: 0.5

How did COCC(=O)N1[C@H](C#N)[C@H](c2ccc(C3=CCCC3)cc2)[C@H]1CO do in these assays?
TcdB GH inh: -0.1

Results for CCC(=O)N1C[C@@H](O)COC[C@@H]2O[C@H](CC(=O)NC)CC[C@H]21 ?
TcdB GH inh: -0.1

More results follow:
How did CCCC#Cc1ccc([C@H]2[C@@H](CO)N3CCCCN(CC4CCOCC4)C[C@H]23)cc1 do in these assays?
TcdB GH inh: 0.3

How did O=C(c1ccncc1)N1CCCCN2[C@@H](CO)[C@@H](c3ccc(-c4ccccc4)cc3)[C@@H]2C1 do in these assays?
TcdB GH inh: -0.2

Results for CC(C)NC(=O)Nc1ccc2c(c1)C(=O)N([C@@H](C)CO)C[C@@H](C)[C@H](CN(C)S(=O)(=O)c1ccc(Cl)cc1)OCCCC[C@@H](C)O2 ?
TcdB GH inh: -0.4

How did Cc1noc(C)c1NC(=O)N(C)C[C@@H]1OCCCC[C@H](C)Oc2ccc(NC(=O)NC(C)C)cc2C(=O)N([C@@H](C)CO)C[C@@H]1C do in these assays?
TcdB GH inh: -0.7

How did C[C@@H]1CN([C@@H](C)CO)C(=O)c2cc(NC(=O)Cn3cnnn3)ccc2O[C@H]1CN(C)Cc1ccncc1 do in these assays?
TcdB GH inh: -0.3

What do the screens show for `O=C(C[C@H]1C=C[C@@H](NC(=O)Nc2cc(F)ccc2F)[C@@H](CO)O1)NCCCN1CCOCC1`?
TcdB GH inh: -1.1

What do the screens show for `CCCC(=O)Nc1ccc2c(c1)OC[C@H](C)N(C)C[C@H](C)[C@H](OC)CN(C)C2=O`?
TcdB GH inh: -0.3

How did C[C@@H]1CN([C@H](C)CO)S(=O)(=O)c2ccc(-c3ccccc3)cc2O[C@@H]1CN(C)C(=O)Cc1ccccc1 do in these assays?
TcdB GH inh: 1.4

What do the screens show for `C[C@H](CO)N1C[C@H](C)[C@@H](CN(C)C(=O)C2CCOCC2)Oc2ncc(-c3ccccc3F)cc2C1=O`?
TcdB GH inh: -7.6

How did CC(C)NC(=O)N1[C@H](CO)[C@@H]2c3ccccc3N(C(=O)C3CCC3)C[C@@H]21 do in these assays?
TcdB GH inh: -0.5

How did COc1ccc(NC(=O)N(C)C[C@@H]2OCCCC[C@@H](C)Oc3ccc(NC(=O)Nc4ccccc4)cc3C(=O)N([C@@H](C)CO)C[C@H]2C)cc1 do in these assays?
TcdB GH inh: -1.3

How did O=C(Nc1ccc2c(c1)[C@@H]1C[C@@H](CC(=O)N3CCc4ccccc4C3)O[C@H](CO)[C@@H]1O2)c1ccc2c(c1)OCO2 do in these assays?
TcdB GH inh: 0.2

How did CCCN1[C@@H]2Cn3c(cccc3=O)[C@H]1[C@@H](C(=O)Nc1ccccc1)[C@@H]2CO do in these assays?
TcdB GH inh: 1.1

Results for CO[C@H]1CN(C)C(=O)c2cc(NC(=O)C3CCCC3)ccc2OC[C@H](C)N(C(=O)CC2CC2)C[C@@H]1C ?
TcdB GH inh: -0.8

How did COc1ccc(NC(=O)N(C)C[C@H]2Oc3ccc(NS(=O)(=O)c4cn(C)cn4)cc3C(=O)N([C@H](C)CO)C[C@H]2C)cc1 do in these assays?
TcdB GH inh: -0.3

Results for C[C@@H]1CN([C@@H](C)CO)C(=O)c2cc(NC(=O)C3CCCCC3)ccc2O[C@@H](C)CCCCO[C@@H]1CN(C)C(=O)C1CCCCC1 ?
TcdB GH inh: -2.0

How did CCCN1[C@@H]2c3ccc(-c4ccccc4)c(=O)n3C[C@@H]2[C@@H](CO)[C@@H]1C(=O)NCCc1cn(C)cn1 do in these assays?
TcdB GH inh: 0.3

Results for CCCC(=O)Nc1ccc2c(c1)C(=O)N(C)C[C@@H](OC)[C@H](C)CN(Cc1ccc(-c3ccccn3)cc1)[C@H](C)CO2 ?
TcdB GH inh: 0.3

What do the screens show for `C[C@@H]1CCCCO[C@@H](CN(C)C(=O)NC2CCCCC2)[C@@H](C)CN([C@H](C)CO)C(=O)c2cc(NC(=O)CCCN(C)C)ccc2O1`?
TcdB GH inh: -0.8

Results for COc1ccc2c3c([nH]c2c1)[C@H](CO)N(C(=O)Nc1cccc(F)c1)CC31CN(CC2CC2)C1 ?
TcdB GH inh: 0.8

How did COc1ccc(S(=O)(=O)N[C@H]2CC[C@H](CC(=O)N3CCN(c4ccccc4)CC3)O[C@@H]2CO)cc1 do in these assays?
TcdB GH inh: 0.8

What do the screens show for `CNC[C@H]1Oc2ccc(NS(=O)(=O)c3cn(C)cn3)cc2C(=O)N([C@H](C)CO)C[C@@H]1C`?
TcdB GH inh: -0.5

How did O=C(C[C@@H]1CC[C@H](NC(=O)c2cccnc2)[C@@H](CO)O1)NCc1ccncn1 do in these assays?
TcdB GH inh: 0.1

How did CCC(=O)N1C[C@@H](C)[C@H](OC)CN(C)C(=O)c2ccc(NC(=O)NC(C)C)cc2OC[C@H]1C do in these assays?
TcdB GH inh: -0.3

Results for C[C@@H]1CN([C@H](C)CO)C(=O)Cc2cc(NC(=O)Cc3cn(C)c4ccccc34)ccc2O[C@H]1CN(C)Cc1ccc(-c2ccccc2)cc1 ?
TcdB GH inh: -0.4

What do the screens show for `CC(C)NC(=O)Nc1ccc2c(c1)C(=O)N([C@@H](C)CO)C[C@H](C)[C@@H](CN(C)CC1CCCCC1)OCCCC[C@@H](C)O2`?
TcdB GH inh: -0.9

What do the screens show for `CO[C@@H]1CC[C@@H]2CCOc3c(C#N)cccc3C(=O)N(C)C[C@@H](c3ccccc3)CC(=O)N(C)C[C@@H]1O2`?
TcdB GH inh: -0.4

How did CCS(=O)(=O)N1CC2(CN(C)[C@H](CO)c3c2c2ccc(OC)cc2n3C)C1 do in these assays?
TcdB GH inh: 0.6

How did COc1ccc(NC(=O)Nc2cccc3c2O[C@H](CN(C)S(=O)(=O)c2ccc(Cl)cc2)[C@H](C)CN([C@@H](C)CO)C3=O)cc1 do in these assays?
TcdB GH inh: -0.3

How did COCCNC(=O)C[C@@H]1C[C@H]2c3cc(N(C)C)ccc3O[C@H]2[C@@H](CO)O1 do in these assays?
TcdB GH inh: -47.0

What do the screens show for `CCC(=O)N1[C@@H]2CN(C(=O)CC(F)(F)F)c3ccccc3[C@@H]2[C@@H]1CO`?
TcdB GH inh: 0.1

What do the screens show for `COCC(=O)N(C)C[C@@H]1Oc2ncc(-c3ccccc3OC)cc2C(=O)N([C@@H](C)CO)C[C@@H]1C`?
TcdB GH inh: -11.6

Results for COc1ccc(CN2CC3(CN(C(=O)Cc4ccccc4)C3)c3c([nH]c4cc(OC)ccc34)[C@@H]2CO)cc1 ?
TcdB GH inh: 0.9

How did COc1cccc(C#Cc2ccc([C@@H]3[C@@H](C#N)N(C(=O)C4CC4)[C@@H]3CO)cc2)c1 do in these assays?
TcdB GH inh: -1.1

How did O=C(Nc1ccc(F)cc1)N1CCCCN2[C@H](C1)[C@H](c1ccc(-c3cccc(F)c3)cc1)[C@@H]2CO do in these assays?
TcdB GH inh: -1.7

What do the screens show for `O=C(C[C@@H]1CC[C@@H](NC(=O)C2CC2)[C@@H](CO)O1)Nc1nccs1`?
TcdB GH inh: 0.0

How did CC(C)NC(=O)N1[C@@H](CO)[C@@H](c2ccccc2)C12CN(C(=O)Cc1ccccc1)C2 do in these assays?
TcdB GH inh: -6.0

How did O=C(C[C@@H]1CC[C@H]2[C@@H](COC[C@H](O)CN2CC2CC2)O1)NCC1CC1 do in these assays?
TcdB GH inh: -0.8

Results for CN(C)C(=O)c1cccc(-c2ccc3c(c2)[C@@H]2[C@@H](CCN2C(=O)C2CCCC2)[C@H](CO)N3)c1 ?
TcdB GH inh: 2.0

How did C[C@H]1CN([C@@H](C)CO)C(=O)c2cc(-c3ccccc3)cnc2O[C@H]1CN(C)C(=O)C1CCOCC1 do in these assays?
TcdB GH inh: 0.1

How did Cc1ccccc1S(=O)(=O)N1[C@H](CO)[C@@H](c2ccc(-c3ccc(F)cc3)cc2)[C@@H]1C#N do in these assays?
TcdB GH inh: 0.1

Results for COc1cccc(S(=O)(=O)N(C)C[C@@H]2Oc3ncc(-c4cccc(F)c4)cc3C(=O)N([C@H](C)CO)C[C@@H]2C)c1 ?
TcdB GH inh: -2.3

Results for C[C@@H]1CN([C@@H](C)CO)C(=O)c2cc(NC(=O)NC3CCCCC3)ccc2O[C@H]1CN(C)Cc1ccc2c(c1)OCO2 ?
TcdB GH inh: -1.6

How did C[C@@H]1CCCCO[C@H](CN(C)Cc2ccccc2)[C@H](C)CN([C@H](C)CO)C(=O)c2cc(NC(=O)C3CCCCC3)ccc2O1 do in these assays?
TcdB GH inh: -1.9

How did Cc1ccccc1S(=O)(=O)NCC[C@@H]1CC[C@H](NC(=O)C2CC2)[C@@H](CO)O1 do in these assays?
TcdB GH inh: 0.8

Results for C[C@@H]1CN([C@H](C)CO)C(=O)c2cc(NC(=O)Nc3ccc4c(c3)OCO4)ccc2O[C@H]1CN(C)S(=O)(=O)c1cccs1 ?
TcdB GH inh: 0.3

What do the screens show for `C[C@H]1CCCCO[C@H](CN(C)C(=O)Nc2ccc3c(c2)OCO3)[C@@H](C)CN([C@@H](C)CO)C(=O)c2cc(NC(=O)CCCN(C)C)ccc2O1`?
TcdB GH inh: 2.0

What do the screens show for `CCCC(=O)Nc1ccc2c(c1)C(=O)N(C)[C@H]1CC[C@@H](CC(=O)NCC3CCCCC3)O[C@@H]1CO2`?
TcdB GH inh: 0.4

What do the screens show for `Cc1noc(C)c1NC(=O)Nc1ccc2c(c1)C(=O)N([C@@H](C)CO)C[C@@H](C)[C@@H](CN(C)S(C)(=O)=O)O2`?
TcdB GH inh: 0.4

Results for CCC(=O)N(C)C[C@@H]1Oc2cc(-c3ccc(C)cc3)ccc2S(=O)(=O)N([C@H](C)CO)C[C@H]1C ?
TcdB GH inh: 2.0

How did COc1ccc(NC(=O)Nc2ccc3c(c2)C(=O)N([C@@H](C)CO)C[C@@H](C)[C@@H](CN(C)S(=O)(=O)c2cccs2)OCCCC[C@@H](C)O3)cc1 do in these assays?
TcdB GH inh: 0.4

Results for CCCNC(=O)N1CC(=O)N2[C@H](CO)[C@@H](c3ccc(C#Cc4ccc(F)cc4)cc3)[C@@H]2C1 ?
TcdB GH inh: -0.4

How did C[C@H](CO)N1C[C@H](C)[C@@H](CN(C)C(=O)CCCN(C)C)OCCCC[C@H](C)Oc2ccc(N(C)C)cc2C1=O do in these assays?
TcdB GH inh: -25.4

What do the screens show for `COCCN(C[C@H]1[C@@H](c2ccccc2)[C@H](CO)N1C(C)=O)C(=O)c1ccncc1`?
TcdB GH inh: 0.2

Source: PubChem (Broad Institute)
